Screening data (PubChem)
USP2a block: blocks human ubiquitin-specific protease USP2a | O75604 | USP2 core, Ub-CHOP2 coupled fluorogenic reporter, 485/531 | Potency, µM (titrated, usually from 38.3 µM), inactives show at the top dose activity change, negative = inhibition, usual class: inhibitors | 0.01% of 330,000 active;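 note: potency is the fitted concentration of half-maximal effect; plate controls were DMSO wells for no effect and full inhibition by NEM control for full effect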
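Cell-free coupled assay: 10nM USP2 core preincubated 30min RT with compound in Tris-HCl pH 8.0/CaCl2/CHAPS buffer, then 25nM Ub-CHOP2 and 25nM reporter substrate; fluorescence (Ex 485/Em 531) read after 60min RT, normalized to NEM inhibition, concentration-response curves fitted.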
MBNL1-CUG inh: inhibitors of human MBNL1 binding to CUG repeat RNA. Potency, µM (top dose mostly 57.5 µM), without a hit: top-dose activity change, negative = inhibition, actives largely listed as inhibitors. AID 2675. 0.036% of 280,000 active. TR-FRET MBNL1-His/biotin-(CUG)12 binding, 665/545 ratio; active = well fitted inhibition curve with a large enough effect in the signal ratio, with a control signal flat, not every such curve was filed as active; inconclusive = small, poorly fitted or top-dose-only effect, or effect the other way, or a change in a side signal; inactive = no such curve, though single readings can be large or run the other way; the % refers to the signal ratio; note: potency is the fitted concentration of half-maximal effect; % is set by controls: 0 for no effect and ±100 for the full control effect
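His-tagged MBNL1 binding to biotinylated (CUG)12 RNA was measured by TR-FRET using terbium anti-His antibody (0.055 ng/ul final) and streptavidin-XL665 (5 nM final). Compounds were titrated 92 nM to 58 uM; 60 min at room temperature.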
GALK inhibitor: galactokinase (human) inhibition. 0.007% of 270,000 active. P51570. Purified GALK, Kinase-Glo residual ATP luminescence. Potency, µM (series often up to 57.5 µM), without a hit: at the top dose activity change, negative = inhibition, actives largely listed as inhibitors; note: potency is the fitted concentration of half-maximal effect; % is set by controls: 0 for no effect and ±100 for the full control effect
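Human GALK (5 nM) with 35 uM ATP and 100 uM galactose in 20 mM HEPES pH 8.0, 5 mM MgCl2, 60 mM NaCl, 1 mM DTT, 0.01% BSA. After 1 h at room temperature, leftover ATP was read by Kinase-Glo Plus luminescence.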
ASM inhibitor: blocks human secretory acid sphingomyelinase. P17405. placental ASM, HMU-PC fluorogenic substrate, 60 min. Potency, µM (highest dose often 57.5 µM), without a hit: top-dose activity change, negative = inhibition, most hits filed as inhibitors. 0.006% of 340,000 active; note: potency is the fitted concentration of half-maximal effect
Target sequence (P17405 47-631 limits assumed): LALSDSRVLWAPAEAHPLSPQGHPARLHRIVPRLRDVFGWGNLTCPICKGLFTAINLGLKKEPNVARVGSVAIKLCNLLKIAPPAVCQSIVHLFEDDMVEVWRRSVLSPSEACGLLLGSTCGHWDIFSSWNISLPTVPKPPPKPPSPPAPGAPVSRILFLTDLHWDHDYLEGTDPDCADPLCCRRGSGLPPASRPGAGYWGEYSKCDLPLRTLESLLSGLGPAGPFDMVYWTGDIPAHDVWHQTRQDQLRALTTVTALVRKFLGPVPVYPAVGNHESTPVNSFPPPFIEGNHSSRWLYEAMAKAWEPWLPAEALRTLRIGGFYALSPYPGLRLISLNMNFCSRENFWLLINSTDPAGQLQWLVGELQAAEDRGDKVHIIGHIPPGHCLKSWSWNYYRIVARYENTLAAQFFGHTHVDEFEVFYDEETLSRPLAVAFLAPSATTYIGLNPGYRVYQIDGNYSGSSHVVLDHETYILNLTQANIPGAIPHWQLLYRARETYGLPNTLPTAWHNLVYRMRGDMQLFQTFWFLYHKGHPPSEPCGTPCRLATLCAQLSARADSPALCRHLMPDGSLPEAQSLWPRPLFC
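Fluorescence read-out (Ex 386 nm, Em 447 nm) after stopping the reaction at pH 10. Enzyme: ASM from human placenta; substrate HMU-PC0, 9 uM final; 60 min, 37 °C. Compound preincubation 10 min, ambient temperature.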
Menin MLL FP TR: menin-MLL binding inhibition, Texas Red mutant peptide; 0.23% of 270,000 active; O00255; Potency, µM (top dose mostly 61.6 µM), for the others: at the highest dose FP activity change, negative = inhibition, most hits filed as inhibitors; Menin + Texas Red MLL mutant peptide, fluorescence polarization; active = well fitted inhibition curve with a large enough effect in the polarisation, with a control signal flat, not every such curve was filed as active; inconclusive = small, poorly fitted or top-dose-only effect, or effect the other way, or a change in a side signal; inactive = no such curve, though single readings can be large or run the other way; the % refers to the polarisation; note: potency is the fitted concentration of half-maximal effect; % of control where 0% means no effect; many of its hits are not listed in these tables
Mito fusion yeast: blocks mitochondrial division or promotes mitochondrial fusion. S. cerevisiae fusion-defective mutant growth rescue, CellTiterGlo 48 h. Potency, µM (highest dose often 46.1 µM), for inactives: top-dose growth rescue (activation), most hits filed as activators. 0.23% of 320,000 active. AID 485298;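 note: potency is the fitted concentration of half-maximal effect; % of control where 0% means no effect; nearly all actives have a fitted effect of over 45% in size; temperature-sensitive fusion mutants such as fzo1-1 at 37 °C on non-fermentable ethanol glycerol medium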
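S. cerevisiae fusion-defective temperature-sensitive mutants (e.g. fzo1-1, mgm1-5) grown 48 h at 37C in YPEG (ethanol/glycerol non-fermentable) medium with 23 nl compound per well; growth rescue read as CellTiterGlo luminescence.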
Eya2 inh: blocks the phosphatase activity of human Eya2 | recombinant Eya2, OMFP fluorescence dephosphorylation (OMFP is methylfluorescein phosphate) | Potency, µM (titrated, usually from 76.9 µM), without a hit: at the highest dose activity, negative = inhibition, hits mostly inhibitors | 0.006% of 330,000 active; note: potency is the fitted concentration of half-maximal effect; % is set by controls: 0 for no effect and ±100 for the full control effect
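Eya2 protein (added as 0.2 uM solution) was preincubated with compound for 10 min at ambient temperature in 50 mM HEPES pH 7.5, 50 mM NaCl, 5 uM MgCl2, 0.05% BSA, 1 mM DTT. OMFP (added at 50 uM) then reacted 10 min; fluorescence read at 485/525 nm.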
TSHR antag: blocks TSH signaling through the human TSH receptor; P16473; TSHR-expressing cells, TSH-stimulated cAMP HTRF, 2 h; active compounds read low; activity change, negative = inhibition, % at 11.5 µM; 0.2% of 330,000 active; AID 504810;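 active = activity change below a set negative limit, meaning inhibition stronger than a set level, cut at about -70% in these data; inconclusive = activity change between two set negative limits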; note: % is set by controls: 0 for no effect and ±100 for the full control effect
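TSHR-expressing cells, 200/well, pre-treated with compound, then stimulated with EC80 TSH (4nM final) for 2 hours at 37 deg C. cAMP measured by competitive HTRF: anti-cAMP cryptate antibody in lysis buffer plus cAMP-d2, read after 30 minutes at room temperature.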
PKM2 activator: increases activity of human pyruvate kinase M2. AID 1631. P14618. purified PKM2, Kinase-Glo ATP luminescence, activation; response scale: 0% is enzyme alone, no compound. 0.34% of 260,000 active. Potency, µM (highest dose often 57.5 µM), for inactives: top-dose activation, most hits filed as activators; note: potency is the fitted concentration of half-maximal effect; % is set by controls: 0 for no effect and ±100 for the full control effect; nearly all actives have a fitted effect of over 55% in size
Target sequence (P14618 whole entry, looked up): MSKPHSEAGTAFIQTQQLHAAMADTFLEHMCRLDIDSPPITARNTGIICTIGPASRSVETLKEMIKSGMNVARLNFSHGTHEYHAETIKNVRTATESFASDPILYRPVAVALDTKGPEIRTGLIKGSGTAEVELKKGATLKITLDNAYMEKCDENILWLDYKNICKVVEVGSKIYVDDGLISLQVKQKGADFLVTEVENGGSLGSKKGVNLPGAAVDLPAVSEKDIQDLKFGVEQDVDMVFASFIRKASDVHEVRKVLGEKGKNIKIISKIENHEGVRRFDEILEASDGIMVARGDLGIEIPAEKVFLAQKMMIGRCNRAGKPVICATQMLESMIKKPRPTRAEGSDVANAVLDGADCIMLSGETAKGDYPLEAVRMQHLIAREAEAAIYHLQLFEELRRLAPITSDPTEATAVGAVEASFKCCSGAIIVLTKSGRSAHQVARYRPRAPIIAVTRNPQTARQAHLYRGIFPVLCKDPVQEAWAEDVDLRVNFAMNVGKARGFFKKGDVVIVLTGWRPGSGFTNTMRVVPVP
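ATP formation by purified human PK-M2, quantified via coupled luciferase luminescence after 1 h at room temperature with 0.1 mM ADP and 0.5 mM PEP final.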
Chronic BCR inh: inhibitors of chronic active B-cell receptor signaling. ABC-DLBCL IkBa-CBG/CBR reporter, luminescence ratio, 4 h. AID 493014. Potency, µM (titrated, usually from 46.1 µM), without a hit: at the highest dose ratio change, negative = lower green/red ratio, actives largely listed as inhibitors. 0.05% of 340,000 active; active = well fitted inhibition curve with a large enough effect in the signal ratio, with a control signal flat, not every such curve was filed as active; inconclusive = small, poorly fitted or top-dose-only effect, or effect the other way, or a change in a side signal; the % refers to the signal ratio;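 note: potency is the fitted concentration of half-maximal effect; plate controls were basal doxycycline-induced cells for no effect and cells given 10 µM MG132 for full effect; MG132 reads +100%, hits lower the ratio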
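TMD8 ABC-DLBCL cells carrying doxycycline-inducible green luciferase fused to IkappaBalpha plus unfused red luciferase were exposed to compounds (up to 46 uM) for 4 hrs at 37C. Activity came from the overlap-corrected green/red luminescence ratio.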
hERG WT inh: blocks the wildtype human KCNH2 potassium channel; Q12809; U2OS, BacMam KCNH2, thallium flux FluxOr; active compounds read low; activity change, % at 1.84 µM; 0.37% of 340,000 active; AID 720551;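 active = maximum activity change below -70%; inconclusive = maximum activity change between -70% and -50%; inactive = maximum activity change above -50%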; note: % is set by controls: 0 for no effect and ±100 for the full control effect
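U2OS cells were transduced with wild-type KCNH2 virus (2.03 x 10^8 / mL) for 4 h at room temperature, then cultured overnight at 37 C. Thallium flux was read with FluxOr dye. Rate constants were normalized to DMSO controls.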
An asterisk follows results filed as active; ? = inconclusive; nt = no result given; [ ] = dose if it differs, or a comment. Unless noted, calls come from the whole dose curve; as a rule, active = well fitted curve in the direction sought with a large enough effect; inconclusive = small, poorly fitted or top-dose-only effect, or another doubt; inactive = no such curve, though single readings can be large; an effect the other way counts as inactive or inconclusive.

Order of values: USP2a block	MBNL1-CUG inh	GALK inhibitor	ASM inhibitor	Menin MLL FP TR	Mito fusion yeast	Eya2 inh	TSHR antag	PKM2 activator	Chronic BCR inh	hERG WT inh
- O=C1CSC(c2ccc(Cl)c(Cl)c2)N1c1nccs1 (stereo not drawn)
    -2%	nt	nt	14%	nt	12%	1%	-2	nt	4%	0
- O=C(N/N=C/C=C/c1ccc([N+](=O)[O-])cc1)c1cccs1
    1%	?	1%	-5%	41%[activator]	5%	-5%	-8	-3%	?	3
- CCO/C(=C/c1sc2ccc(OC)cc2[n+]1CCCS(=O)(=O)[O-])CC
    1%	1%	-5%	4%	?	2%	6%	16	0%	2%	0
- O=C(N/N=C/c1[nH]c2ccccc2c1Cl)c1cccc(Br)c1
    2%	-1%	-2%	66%[activator]	nt	1%	-23%	-1	1%	-4%	-9
- CCc1ccc(C(=O)COC(=O)CNC(=O)CNS(=O)(=O)c2ccccc2)cc1
    0%	-3%	-2%	0%	nt	1%	-7%	-3	-2%	1%	7
- O=C(NNc1ccccn1)C(c1ccccc1)c1ccccc1
    2%	0%	-2%	2%	0%	-1%	-2%	2	0%	0%	-14
- O=C(CCC(=O)N1CCOc2ccccc21)NCCCN1CCOCC1
    3%	-4%	nt	6%	-1%	0%	6%	6	-1%	3%	4
- COc1ccc(C(=O)Nc2ccc(N3CCN(C(=O)c4ccccc4C)CC3)cc2)cc1
    0%	0%	7%	-1%	nt	-13%	18%	-18	-5%	-17%	11
- COC(=O)Cc1cc(=O)[nH]c(/N=C(\N)Nc2ccc(C)cc2)n1
    0%	-1%	0%	0%	-12%	-1%	6%	1	-6%	-6%	-3
- CN(C)CCCNC(=S)N1CCN(c2nc(-c3ccccc3)cs2)CC1
    0%	13%	-5%	0%	-19%	-8%	-4%	-3	4%[11.5 µM]	2%	-1
- Cc1cc(C)c(C#N)c(N2CCSCC2)n1
    -4%	-12%	0%	1%	5%	-3%	4%	25	-2%	?	2
- CC(=O)c1ccc(NC(=O)c2cc(S(=O)(=O)N3CCOCC3)ccc2C)cc1
    -1%	-2%	1%	1%	nt	4%	-8%	7	0%	-3%	1
- COCCNC(=O)/C(C#N)=C\c1ccc(CNS(=O)(=O)c2ccccc2)o1
    2%	?	5%	5%	3%	0%	-9%	2	-16%	2%	-2
- Cc1ccc(C)c(C(=O)CCC(=O)NCc2ccc(Cl)cc2)c1
    3%	3%	1%	0%	-5%	0%	5%	-5	3%	2%	-1
- COCCN1C(=O)C(=O)/C(=C(/O)c2ccc(S(=O)(=O)N3CCOCC3)cc2)C1c1ccc(C(C)C)cc1 (stereo not drawn)
    -1%	8%	3%	nt	1%	0%	-11%	1	0%	7%	nt
- COc1ccc(CCN2C(=O)c3[nH]nc(-c4ccccc4O)c3C2c2cccc(O)c2)cc1OC (stereo not drawn)
    -1%	-2%	0%	-6%	11%	3%	11%	-15	16%	?	-4
- O=S(=O)(c1ccc(Cl)s1)N1CCNCC1
    2%	nt	nt	-2%	nt	nt	3%	3	nt	0%	-5
- COC(=O)C1(NC(=O)NC2CCCCC2)CCCCC1
    1%	nt	-1%	6%	nt	4%	-1%	5	7%	7%	2
- NC(=O)CSc1nc(C2CC2)nc2sc3c(c12)CCCC3
    -2%	7%	5%	1%	-2%	-3%	6%	9	1%	0%	-13
- CC(=O)N1CCc2ccc(S(=O)(=O)N3CCN(C)CC3)cc21
    -9%	nt	3%	5%	-2%	-9%	-6%	-7	0%	0%	-13
- CNC(=O)C1CC(=O)N(Cc2ccccc2)C(=Nc2ccc(OC)cc2)S1 (stereo not drawn)
    -1%	-7%	-1%	-3%	14%	6%	-5%	-4	0%	2%	-7
- CCN(CC(=O)Nc1ccc2c(c1)OCCO2)C(=O)/C=C/c1ccccc1
    3%	-18%	-1%	3%	-8%	-9%	-19%	-38	3%	3%	5
- Cc1cc(C)nc(OC(C(=O)O)C(OCCc2ccccc2)(c2ccccc2)c2ccccc2)n1 (stereo not drawn)
    1%	-5%	5%	-3%	-3%	-1%	0%	0	0%	5%	-15
- N#CCSc1nnc(-c2cccnc2)n1-c1ccccc1
    -1%	-4%	3%	5%	6%	0%	-10%	10	1%	1%	-1
- Cc1ccc(C)n1NC(=O)c1ccc(Cl)cc1Cl
    -3%	3%	1%	-2%	?	5%	12%	3	9%	-1%	-10
- Cc1ccc2c(Cl)cc(Cl)c(OCC(=O)NC3CCS(=O)(=O)C3)c2n1 (stereo not drawn)
    -1%	9%	-2%	0%	-9%	2%	-7%	3	1%	1%	-6
- CC(=O)N1CCN(S(=O)(=O)c2cccc(C(=O)Nc3ccccc3N3CCOCC3)c2)CC1
    3%	-6%	7%	2%	-3%	6%	-3%	10	3%	0%	34
- Oc1c(Cl)cc(Cl)cc1/C=C/c1ccc2cccc(O)c2n1
    -1%	4%	-6%	?	?	-2%	11%	-6	4%	?	4
- COc1ccc(C(=O)NNC(=O)Cc2ccc(Cl)cc2)cc1
    1%	3%	3%	1%	17%	4%	4%	-1	-5%	-13%	-20
- CCOc1ccc(OCCC(=O)N(CC(=O)Nc2ccccc2C(F)(F)F)Cc2ccco2)cc1
    1%	nt	nt	0%	nt	2%	-25%	2	nt	-3%	3
- COc1ccccc1NC(=S)N(Cc1ccco1)Cc1cc2cc(C)cc(C)c2[nH]c1=O
    0%	?	-3%	-6%	-28%	0%	-5%	2	5%	-9%	6
- Cc1cc(C(=O)NNc2c(Cl)cccc2Cl)n(C(C)(C)C)n1
    -1%	nt	1%	-2%	nt	-2%	4%	-1	-2%	2%	0
- CNC(=S)NNC(=O)CSCc1c(Cl)cccc1Cl
    0%	-5%	0%	0%	nt	5%	-7%	0	-3%	13%	-3
- Cc1ccc(S(=O)(=O)N2CCOCC2)cc1NC(=O)COC(=O)CCC(=O)c1cccs1
    1%	0%	-4%	2%	-20%	3%	6%	23	6%	1%	3
- O=C(OC1CCOC1=O)c1cncc(Br)c1 (stereo not drawn)
    -2%	9%	7%	1%	6%	3%	-3%	13	-2%	-2%	-9
- Cc1cc(C)c(S(=O)(=O)NCCCn2ccnc2)cc1C
    1%	-1%	5%	-4%	-22%	1%	-2%	11	-1%	3%	8
- Cc1sc2ncnc(SCC(=O)N3CCCC3=O)c2c1C
    1%	-5%	2%	-3%	0%	-1%	1%[15.4 µM]	-15	3%	1%	4
- CCOc1ccccc1N(CC(=O)NCC1CCCO1)C(=O)CCC(=O)Nc1cc(C)on1 (stereo not drawn)
    -1%	-1%	0%	0%	5%	-3%	-4%	3	-2%	1%	-4
- O=C(COc1ccc(Cl)cc1Cl)OCC(=O)c1ccc[nH]1
    3%	nt	nt	-2%	nt	-4%	-14%	-19	nt	1%	17
- CC(C)(C)CC(=O)Nc1cc2c3c(c1)CCC(=O)N3CCC2
    1%	-1%	0%	4%	0%	8%	5%	10	-1%[0.46 µM]	-1%	18
- Cc1nnc(SCC(=O)Nc2sccc2C#N)s1
    2%	-6%	-6%	1%	nt	2%	2%	-2	-1%	?	15
- O=C(COC(=O)Cc1ccccc1F)NCCNC(=O)COC(=O)Cc1ccccc1F
    -6%	nt	nt	nt	nt	2%	-1%	2	nt	?	1
- Cc1ccc(Cl)cc1N1CCN(C(=O)CCS(=O)(=O)c2ccc3c(c2)NC(=O)CO3)CC1
    3%	0%	0%	-6%	8%	-2%	-9%	-26	0%[0.46 µM]	-10%	0

An excerpt, so the mix of outcomes need not match the whole.
